GlmU inhibition: inhibition of mycobacterial GlmU enzyme – biochemical, glucosamine-1-phosphate acetyltransferase (AID 1376) | inhibition, %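 (tested at 30 µM in the primary screen)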; hits with a dose series show IC50 in µM | hit rate 0.25% among 220,000 | M. tuberculosis GlmU acetyltransferase enzyme assay; higher % means a stronger effect; in the data active = inhibition above about 13%; inconclusive = no clear call, values can overlap the other calls;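 also: 0% = complete reaction with vehicle and 100% = reaction without substrate; strong numbers were not always called active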
RmlCD inh 1536: inhibitors of Mycobacterium tuberculosis RmlC and RmlD coupled enzymes; P9WH09+P9WH11; hit rate 0.03% among 160,000; RmlC+RmlD coupled enzyme assay, percent inhibition; primary screen in compound mixtures; inhibition, % at 3.6 µM; in the data active = inhibition mostly above about 34%, no sharp cut-off; inconclusive = no clear call, values can overlap the other calls; inactive = mostly below about 22%; also: some results filed as inactive read as strong as hits
Target sequence (P9WH09 whole entry, looked up): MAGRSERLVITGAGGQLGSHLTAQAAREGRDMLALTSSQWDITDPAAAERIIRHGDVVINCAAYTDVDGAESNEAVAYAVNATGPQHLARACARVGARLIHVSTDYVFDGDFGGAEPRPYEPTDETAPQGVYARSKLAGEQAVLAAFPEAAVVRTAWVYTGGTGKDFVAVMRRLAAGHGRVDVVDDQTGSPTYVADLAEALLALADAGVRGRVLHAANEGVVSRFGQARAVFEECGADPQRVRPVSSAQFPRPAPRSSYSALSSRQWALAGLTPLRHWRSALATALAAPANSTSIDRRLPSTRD
Target sequence (P9WH11 whole entry, looked up): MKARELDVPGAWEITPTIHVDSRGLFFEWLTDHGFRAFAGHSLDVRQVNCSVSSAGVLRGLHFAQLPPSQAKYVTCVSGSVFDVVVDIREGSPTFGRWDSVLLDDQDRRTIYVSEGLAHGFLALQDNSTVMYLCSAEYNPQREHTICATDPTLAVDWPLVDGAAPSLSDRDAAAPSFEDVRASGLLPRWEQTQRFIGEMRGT
* hit, by the source's call; ? = inconclusive; / = not tested or not shown. An excerpt; the hit share may differ from the screen's.

SMILES	GlmU inhibition	RmlCD inh 1536
CCc1nc2ccccc2c(C(=O)OCC(=O)Nc2ccc(S(=O)(=O)N3CCOCC3)cc2)c1C	2.6%	-2.6
COc1cccc(/C=C(/C#N)c2ccc(F)cc2)c1OCc1cccc(C(=O)O)c1	4.8%	-12.7
C/C(Cn1cnc([N+](=O)[O-])n1)=N\NC(=O)c1ccc(F)cc1	0.7%	/
CN1CCN(C(=O)C2=C[C@H](c3ccc(Br)cc3)C[C@H](OCCCCO)O2)CC1	-2.4%	/
O=C(O)c1cc(N/N=C/C=C/c2ccccc2[N+](=O)[O-])ccc1Cl	-5.2%	/
Cc1cnn(-c2cc(N/N=C/c3ccc(F)cc3)ncn2)c1	-6.1%	4.8
COc1ccccc1NC(=S)NC(=O)/C=C/c1cccs1	-5.7%	0.6
CC1=CC2=NC(=O)/C(=C\c3ccc(-c4ccc(Cl)cc4)o3)C(=N)N2O1	-4.3%	/
CCCC(=O)Nc1ccc(C(=O)NCCc2ccc(F)cc2)cc1	0.7%	5.4
COc1ccc2nc(SCC(=O)Nc3ccc(S(=O)(=O)N4CCCC4)cc3)c(C#N)cc2c1	-4.8%	-8.8
CCSc1nnc(NC(=O)c2cc(-c3ccccc3O)n[nH]2)s1	-1.2%	-2.4
COC(=O)c1ccccc1NCCO	1.9%	/
COc1ccc(C2=NN3C(=O)c4c(ccc(OC)c4OC)C3C2)cc1 (stereo unspecified)	3.3%	11.5
C/C(CC(=O)Nc1c(C)cc(C)cc1C)=N\NC(=O)OC(C)(C)C	1.2%	/
O=S(=O)(Cc1ccccc1)c1cnc2ccccc2n1	-1.8%	/
CC(=O)c1ccc(-c2ccccc2)cc1	1.2%	14.3
Cc1ccc(Cn2nnnc2CN2CCC(NC(=O)c3ccc(Br)cc3)CC2)cc1	4.2%	/
C=C(CO)CC1CC(O)[C@]2(C)OC3CC4OC5C[C@]6(C)O[C@]7(C)CCC8OC9C[C@]%10(C)OC%11C(C)=CC(=O)OC%11CC%10OC9C[C@@H](C)C8OC7CC6O[C@]5(C)C/C=C\C4OC3CC2O1 (stereo partly specified)	-1.8%	/
COC(=O)Cn1nc(-c2ccccc2)n(-c2ccccc2)c1=S	/	8.7
O=C(COC(=O)c1cnccn1)NCc1ccc2c(c1)OCO2	-2.2%	-10.0
Cc1nnc(SCC(=O)Nc2ccc3c(c2)OCCO3)n1CC1CCCO1 (stereo unspecified)	5.0%	/
CC1CN(S(=O)(=O)c2cccs2)CC(C)O1 (stereo unspecified)	-2.9%	/
O=C(CNC(=O)c1ccccc1)N/N=C/c1cc(Br)ccc1O	2.1%	/
COCCCNC(=O)CCn1c(=O)c2ccccc2n(CC(=O)NCCC2=CCCCC2)c1=O	-5.9%	?
N=C(c1ccc([N+](=O)[O-])cc1)N1CCCCCC1	-4.1%	-14.4
CCC(C(=O)Nc1sc(C(N)=O)c(C)c1C(=O)OC)c1ccccc1 (stereo unspecified)	3.5%	8.0
COc1ccc(CCn2c(-c3ccco3)nc3ccccc3c2=O)cc1OC	-3.9%	-4.0
COc1ccc(CC(=O)N2CCN(C(=O)c3ccco3)CC2)cc1	3.0%	/
O=C(Cc1ccc(-n2c(=O)[nH]c3ccsc3c2=O)cc1)NCc1cccnc1	3.4%	-9.4
Cc1cc(C(=O)COC(=O)c2cccn2C)c(C)n1Cc1ccco1	-0.6%	-9.6
C#CCOCCOCCOCCNc1nc(N2CCN(C(=O)C([C@@H](C)CC)n3cc(C(N)Cc4ccc(O)cc4)nn3)CC2)nc(N2CCN(C(=O)[C@H](CCC(=O)O)n3cc(C(N)[C@H](C)CC)nn3)CC2)n1 (stereo partly specified)	-1.7%	/
CN(c1ccc(OCC(=O)OCC(=O)Nc2cccc([N+](=O)[O-])c2)cc1)S(=O)(=O)c1ccc(F)cc1	-1.9%	0.5
Cc1c(NC(=O)Nc2cccs2)cccc1[N+](=O)[O-]	-4.6%	-7.0
CCc1ccc(Nc2ncnc3nc[nH]c23)cc1	-6.9%	-0.2
Fc1cccc(NC(=S)NCCc2ccccc2)c1	4.2%	-11.8
O=C(Nc1cccc(Cl)c1)Nc1cc(S(=O)(=O)N2CCCCC2)ccc1Cl	3.0%	4.4
CCCCCCC1C(C#N)=C(N)OC2=C1C(=O)CCC2 (stereo unspecified)	3.5%	5.6
CC#CCN(CC#CC)S(=O)(=O)c1ccc(-n2cnnn2)c(OC)c1	-1.4%	0.6
O=C(NC(=O)c1c(F)cccc1F)O/N=C1\CCCc2occc21	2.6%	-1.9
CC(C)NC(=O)CC(=O)NN=C1CCCCC1	4.3%	/
COc1ccc(OC2C(=O)N(c3cc(C)ccc3C)C2c2ccc(OC)c(OC)c2)cc1 (stereo unspecified)	-3.2%	-0.3
COc1cc(NC(=O)COC(=O)/C=C/c2ccccc2Cl)cc(OC)c1	-2.2%	-12.4
Cc1ccc2cccc(S(=O)(=O)n3nc(C)cc3C)c2n1	4.6%	4.5
NCCCC[C@@H]1NC(=O)[C@H](CCC(=O)O)NC(=O)c2cc([N+](=O)[O-])cc(I)c2NCC[C@@H](C(N)=O)NC1=O	3.3%	/
COc1ccc(C(=O)OCC(=O)Nc2ccc([N+](=O)[O-])cc2OC)c(O)c1	4.2%	9.1
COc1ccc(C(NC(=O)c2c(F)c(F)c(F)c(F)c2F)c2ccccc2)cc1 (stereo unspecified)	0.3%	-10.5
CC1=C(C#N)C(c2cccnc2)C2=C(N1)c1ccccc1C2=O (stereo unspecified)	2.4%	-4.0
COc1ccc(C(=O)Nc2ccc(S(=O)(=O)N3CCCCC3C)cc2)c(OC)c1OC (stereo unspecified)	2.9%	15.2
Cc1ccc(-n2cc(CN3CCNC(=O)CC3)c(-c3ccc(F)cc3)n2)cc1	-2.0%	/
N#Cc1c(-c2ccc(C(F)(F)F)cc2)cc(-c2ccccc2)[nH]c1=S	0.3%	4.9

Structural class, the compounds so far containing a furan ring, fused or not (5)
SMILES	GlmU inhibition	RmlCD inh 1536
CC1=CC2=NC(=O)/C(=C\c3ccc(-c4ccc(Cl)cc4)o3)C(=N)N2O1	-4.3%	/
COc1ccc(CCn2c(-c3ccco3)nc3ccccc3c2=O)cc1OC	-3.9%	-4.0
COc1ccc(CC(=O)N2CCN(C(=O)c3ccco3)CC2)cc1	3.0%	/
Cc1cc(C(=O)COC(=O)c2cccn2C)c(C)n1Cc1ccco1	-0.6%	-9.6
O=C(NC(=O)c1c(F)cccc1F)O/N=C1\CCCc2occc21	2.6%	-1.9

Next compounds:
SMILES	GlmU inhibition	RmlCD inh 1536
Cc1ccc(-c2noc(CSc3ccccc3)n2)cc1	-2.1%	/
O=[N+]([O-])c1ccc(Cl)c(/C=N/Nc2nc(N3CCOCC3)nc(N3CCOCC3)n2)c1	-2.5%	1.9
O=C(Nc1nnc(SCc2ccc(Cl)cc2)s1)c1ccco1	-4.8%	-7.1
O=C(NC(=S)NCCN1CCOCC1)c1ccc(Cl)cc1	-2.0%	-1.8
COc1ccc(/C=C2\SC(=O)N(CC(=O)NNC(=O)c3ccccc3O)C2=O)cc1	6.6%	6.4
COc1ncnc2c1oc1nc(C)c3c(c12)CC(C)(C)OC3	3.8%	/
CN(CCOC(=O)c1cccc(Br)c1)C(C)(C)C	/	-8.4
CCOc1ccccc1Nc1nnc(SCC(=O)Nc2ccc3[nH]c(=O)[nH]c3c2)s1	-3.9%	3.5
CC(=O)Nc1nnc(CCN(CCc2nnc(NC(C)=O)s2)[N+](=O)[O-])s1	-2.8%	-10.0
O=C(CN1CCc2ccccc21)NN1CC(=O)N(c2ccccc2)CC1=O	1.4%	7.1

The closing 5 records of the part before lead into the next.
SMILES	GlmU inhibition	RmlCD inh 1536
COc1ncnc2c1oc1nc(C)c3c(c12)CC(C)(C)OC3	3.8%	/
CN(CCOC(=O)c1cccc(Br)c1)C(C)(C)C	/	-8.4
CCOc1ccccc1Nc1nnc(SCC(=O)Nc2ccc3[nH]c(=O)[nH]c3c2)s1	-3.9%	3.5
CC(=O)Nc1nnc(CCN(CCc2nnc(NC(C)=O)s2)[N+](=O)[O-])s1	-2.8%	-10.0
O=C(CN1CCc2ccccc21)NN1CC(=O)N(c2ccccc2)CC1=O	1.4%	7.1
Cc1cc([N+](=O)[O-])nn1CC(=O)Nc1cc(F)ccc1F	0.6%	4.4
CCC(CC)C(=O)Nc1nnc(SCC(=O)NC(C)(C)C)s1	3.0%	4.1
Cc1cc(=O)oc(C)c1C(=O)OCC(=O)c1ccc(Br)cc1	-5.3%	/
COc1cc(CNC2CCCC2)cc(Cl)c1OCc1ccc(F)cc1	-11.0%	6.4
CN(C)c1cccc(C(=O)OCC(=O)NCC2CCCO2)c1 (stereo unspecified)	0.6%	/
O=C(CSc1cccc(C(F)(F)F)c1)NCc1ccccc1	1.2%	-4.2
COc1cc(-c2nc3c[n+](CC(=O)c4ccccc4)ccc3n2C)cc(OC)c1OC	5.3%	5.2
O=C(NCc1ccc(-n2cccc2)cc1)c1cccc(F)c1	/	-10.8
O=C(CN(C(=O)CCC(=O)Nc1nccs1)c1ccc2c(c1)OCCO2)NCc1ccco1	-1.6%	4.7
COc1ccc(S(=O)(=O)N2CCC(C(=O)NCc3ccccn3)CC2)cc1Cl	0.6%	-8.9
OC(COCc1cccs1)CN1CCN(c2cccc(Cl)c2)CC1 (stereo unspecified)	1.1%	-11.7
Cc1ccc(CCNC(=O)c2nnn(-c3cc(C)cc(C)c3)c2N)cc1	6.0%	0.9
Cn1c(=O)n(CCCOc2ccc(Cl)cc2)c2ccccc21	-2.1%	13.1
CCOC(=O)C1(CCOc2ccccc2)CCN(Cc2cccn2-c2ncccn2)CC1	-8.1%	/
CN(C)c1nc(NCc2ccccc2)nc(N/N=C/c2ccc(Cl)cc2Cl)n1	-2.8%	/
CC(=O)c1cccc(OCC(=O)N2CCN(c3ccc(C(F)(F)F)cn3)CC2)c1	3.2%	-4.8
CCOc1cc(/C=N/NC(=O)CCn2nc(C)cc2C)ccc1O	-3.9%	-0.5
COc1ccc(S(=O)(=O)Nc2ccc3oc(C)c(C(C)=O)c3c2)cc1	-3.6%	/
CCN(CC)c1ccc(C(=O)OCC(=O)N2CCN(c3ccccc3)CC2)cc1	-1.6%	-2.9
Cc1c(NS(=O)(=O)c2ccccc2)cc(Cl)c(O)c1C	0.3%	-7.6
CCn1cc(C(=O)N2CCc3ccccc32)c(=O)c2cc(S(=O)(=O)N3CCCCCC3)ccc21	1.0%	/
COCCOC(=O)C1=C(C)OC(N)=C(C#N)C1c1cc2cccc(C)c2nc1Cl (stereo unspecified)	1.1%	/
CCOc1ccc(Br)cc1S(=O)(=O)NCc1ccncc1	5.4%	4.5
COc1ccc(NC(=O)c2cccc(-n3cnnn3)c2)cc1	4.5%	103.0
Cc1ccc(N2CC(c3nc4ccccc4n3C)CC2=O)cc1C (stereo unspecified)	-1.5%	4.2
CN1CCN(Cc2c(O)ccc3c(=O)c(Oc4ccccc4Cl)c(C(F)(F)F)oc23)CC1	-5.0%	-9.0
O=C(CN1C(=O)S/C(=C\c2ccc(Cl)cc2)C1=O)NNC(=O)c1ccccc1O	7.7%	7.1
C=CCOC(=O)Nc1c(C(=O)OC)[nH]c2ccccc12	0.6%	/
CCOC(=O)C1(CCCc2ccccc2)CCN(C(=O)CCc2cnn(C)c2)CC1	2.8%	7.6
Cc1cccc(C)c1NC(=O)CSc1nc(-c2ccco2)cc(C(F)(F)F)n1	0.8%	/
Cc1cccc(/C=N\NC(=O)c2sccc2-n2cccc2)c1	3.6%	/
CCc1cc([N+](=O)[O-])cc(CC)c1N	-4.4%	-3.4
CCOC(CCn1c(SCC(=O)Nc2cc(C)on2)nc2ccccc2c1=O)OCC	-1.8%	8.1
O=C1OCCC1Sc1nnc(-c2ccc(Cl)cc2)n1Cc1ccccc1 (stereo unspecified)	1.9%	-26.4
Cc1cc(C(C)(C)C)oc1C(=O)N(CC(=O)NC1CCCC1)c1cccc(C(F)(F)F)c1	-3.5%	1.0
COc1cc(-c2nc(-c3ccccc3)c(-c3ccc(F)cc3)[nH]2)cc2c1OCO2	2.6%	-15.8
COc1ccc(S(=O)(=O)Nc2ccc(Oc3ncccn3)c(Cl)c2)cc1	5.9%	/
Cc1cccc(-n2cc(CNCCc3nc(C)cc(C)n3)c(-c3cccc(F)c3)n2)c1	-4.4%	7.0
Cc1nn(Cc2ccc(Cl)cc2Cl)c(C)c1NC(=O)CCl	6.2%	/
N#CCC(=O)NN=C1CCCCCCCCCCC1	-6.4%	/
CCC(=O)N1CCc2cc(Br)cc(S(=O)(=O)Nc3c(C)n(C)n(-c4ccccc4)c3=O)c21	-3.0%	4.0
Cc1c(C(=O)N2CCCCC2)sc(N)c1C#N	0.1%	-8.5
Cc1ccsc1/C=N/Nc1ccc(Cl)nn1	-1.0%	-9.4
CC1Cc2ccccc2N1C(=O)COC(=O)c1ccc(Cl)nc1 (stereo unspecified)	2.8%	/
Cc1ccc(/C=N/Nc2nc(N3CCOCC3)nc(N3CCOCC3)n2)o1	0.5%	11.1
CC1(C)Cc2c(sc(NC(=O)c3ccc4ncsc4c3)c2C(N)=O)C(C)(C)N1	2.1%	6.3
CC(=O)NCCc1ccc(S(=O)(=O)N2CCCC2)cc1	2.1%	/
Cc1nnc(SCC(=O)N2CCN(S(=O)(=O)c3ccc(Cl)cc3)CC2)n(N)c1=O	-4.4%	/
COC(=O)C1=NN(C(C)=O)C2(CC(=O)N(c3cc(C)cc(C)c3)C2=O)C1 (stereo unspecified)	-0.3%	/
COc1cc(COCC(O)CN2CCN(CCN3C(=O)c4cccc5cccc(c45)C3=O)CC2)cc(OC)c1OC (stereo unspecified)	3.2%	-8.3
O=C(CSCC(=O)N1CCCCC1)Nc1nc(-c2ccccc2)c(-c2ccccc2)s1	3.5%	/
CC(C)C(=O)NC(c1cccs1)c1cc([N+](=O)[O-])c2cccnc2c1O (stereo unspecified)	-4.9%	7.7
